BLM inh = Bloom syndrome helicase (human) inhibition; P54132; recombinant BLM DNA unwinding, fluorescence dequenching; Potency, µM (highest dose often 56.1 µM), for inactives: at the top dose activity change, negative = inhibition, hits mostly inhibitors; hit rate 0.2% among 350,000; AID 2528;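 note: plate controls were vehicle for no effect and no enzyme for full effect; nearly all actives have a fitted effect of over 35% in size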
BAZ2B inh = inhibitors of human BAZ2B bromodomain; AlphaScreen BAZ2B-H3K14Ac peptide displacement; Potency, µM (highest dose often 114 µM), for the others: at the top dose activity change, negative = inhibition, actives largely listed as inhibitors; hit rate 4.4% among 360,000; AID 504333; note: % is set by controls: 0 for no effect and ±100 for the full control effect; nearly all actives have a fitted effect of over 60% in size
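Complex of BAZ2B and biotin-H3K14Ac (50 nM apiece) forms over 30 min at RT, then faces library compounds up to 110 uM for another 30 min; AlphaScreen beads added, 20 min dark incubation, luminescence read.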
HP1b chromo inh = HP1-beta chromodomain-methylated histone interaction inhibition | P83916 | AlphaScreen HP1-beta / biotin-H3K9me3 peptide binding | Potency, µM (titrated, usually from 114 µM), for the others: at the top dose activity change, negative = inhibition, usual class: inhibitors | hit rate 0.56% among 390,000 | AID 540317; note: nearly all actives have a fitted effect of over 70% in size; inactives centre near 23
Target sequence (P83916 whole entry, looked up): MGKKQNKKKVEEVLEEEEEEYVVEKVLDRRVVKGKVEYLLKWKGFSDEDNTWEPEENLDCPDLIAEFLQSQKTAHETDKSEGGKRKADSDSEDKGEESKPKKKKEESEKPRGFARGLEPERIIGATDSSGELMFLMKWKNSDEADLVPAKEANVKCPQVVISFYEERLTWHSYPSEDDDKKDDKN
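Compound inhibition of the preformed complex between 50 nM HP1-beta and 50 nM biotinylated H3K9me3 peptide was read by AlphaScreen. Buffer was PBS pH 7.4 with 0.01% Tween-20. Incubations ran 30 min at room temperature, with 10 ug/mL donor/acceptor beads.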
PGK inhibitor = inhibitors of T. brucei phosphoglycerate kinase. PGK/GAPDH coupled, Kinase-Glo luminescence, 60 min. Potency, µM (series often up to 57.5 µM), for the others: at the top dose activity change, negative = inhibition, usual class: inhibitors. hit rate 0.043% among 380,000. P07378; note: % is set by controls: 0 for no effect and ±100 for the full control effect; nearly all actives have a fitted effect of over 60% in size
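Recombinant glycosomal PGK reaction used 1,3-bisphosphoglycerate generated in-well by GAPDH (100nM final) in 100mM TEA pH 7.6, 5mM MgCl2, 0.01% Tween-20. After 60 minutes at room temperature, ATP was read by Kinase-Glo Plus luminescence end-point.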
GLS inhibitor = blocks human kidney-isoform glutaminase activity; GLS enzymatic activity, qHTS titration; Potency, µM (series often up to 45.5 µM), without a hit: at the highest dose activity change, negative = inhibition, hits mostly inhibitors; hit rate 0.21% among 410,000; AID 624170; note: % is set by controls: 0 for no effect and ±100 for the full control effect
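Compounds were pin-transferred onto hKGA, after which L-glutamine (1 mM solution) and a detection mix of glutamate oxidase, HRP and Amplex Red were added. Initial and 30 min RT fluorescence reads were collected.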
Pin1 inhibitor = blocks the human prolyl isomerase Pin1; Q13526; Pin1 FP peptide displacement, HiFluor488, 10 min; Potency, µM (highest dose often 115 µM), for inactives: at the highest dose activity, negative = inhibition, most hits filed as inhibitors; hit rate 0.009% among 390,000; AID 504891; active = well fitted inhibition curve with a large enough effect in the polarisation, with a control signal flat, not every such curve was filed as active; inconclusive = small, poorly fitted or top-dose-only effect, or effect the other way, or a change in a side signal; inactive = no such curve, though single readings can be large or run the other way; the % refers to the polarisation; note: % is set by controls: 0 for no effect and ±100 for the full control effect
Target sequence (Q13526 whole entry, looked up): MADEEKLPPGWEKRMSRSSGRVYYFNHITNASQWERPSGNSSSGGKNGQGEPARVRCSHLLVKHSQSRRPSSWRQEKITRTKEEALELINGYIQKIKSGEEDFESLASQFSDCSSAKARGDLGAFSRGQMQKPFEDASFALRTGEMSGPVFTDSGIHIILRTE
JMJD2A Tudor inh = JMJD2A Tudor domain (human) inhibition; Potency, µM (series often up to 114 µM), for the others: at the highest dose activity change, negative = inhibition, most hits filed as inhibitors; O75164; hit rate 4.4% among 390,000; AlphaScreen JMJD2A-Tudor / H3K4me3 peptide binding; note: % is set by controls: 0 for no effect and ±100 for the full control effect; nearly all actives have a fitted effect of over 50% in size
G9a inh = G9a (human) methyltransferase inhibition | Q96KQ7 | G9a H3K9 monomethylation, AlphaScreen, 2 h | Potency, µM (highest dose often 102 µM), inactives show at the highest dose activity, negative = inhibition, most hits filed as inhibitors | hit rate 8.8% among 350,000; note: % is set by controls: 0 for no effect and ±100 for the full control effect; nearly all actives have a fitted effect of over 75% in size
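Readings reflect AlphaScreen signal from monomethyl-H3K9 antibody detection. HMT at 20 nM; substrate b-H3K9 500 nM; cofactor SAM 20 uM; 2 h RT reaction; compounds tested as titrations in qHTS with 15 min preincubation.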
POLI inh = DNA polymerase iota (human) inhibition | Pol iota fluorescent replication assay, 10 min | Potency, µM (titrated, usually from 115 µM), for inactives: at the highest dose activity, negative = inhibition, usual class: inhibitors | hit rate 1% among 390,000 | AID 588590
Target sequence (Q9UNA4 whole entry, looked up): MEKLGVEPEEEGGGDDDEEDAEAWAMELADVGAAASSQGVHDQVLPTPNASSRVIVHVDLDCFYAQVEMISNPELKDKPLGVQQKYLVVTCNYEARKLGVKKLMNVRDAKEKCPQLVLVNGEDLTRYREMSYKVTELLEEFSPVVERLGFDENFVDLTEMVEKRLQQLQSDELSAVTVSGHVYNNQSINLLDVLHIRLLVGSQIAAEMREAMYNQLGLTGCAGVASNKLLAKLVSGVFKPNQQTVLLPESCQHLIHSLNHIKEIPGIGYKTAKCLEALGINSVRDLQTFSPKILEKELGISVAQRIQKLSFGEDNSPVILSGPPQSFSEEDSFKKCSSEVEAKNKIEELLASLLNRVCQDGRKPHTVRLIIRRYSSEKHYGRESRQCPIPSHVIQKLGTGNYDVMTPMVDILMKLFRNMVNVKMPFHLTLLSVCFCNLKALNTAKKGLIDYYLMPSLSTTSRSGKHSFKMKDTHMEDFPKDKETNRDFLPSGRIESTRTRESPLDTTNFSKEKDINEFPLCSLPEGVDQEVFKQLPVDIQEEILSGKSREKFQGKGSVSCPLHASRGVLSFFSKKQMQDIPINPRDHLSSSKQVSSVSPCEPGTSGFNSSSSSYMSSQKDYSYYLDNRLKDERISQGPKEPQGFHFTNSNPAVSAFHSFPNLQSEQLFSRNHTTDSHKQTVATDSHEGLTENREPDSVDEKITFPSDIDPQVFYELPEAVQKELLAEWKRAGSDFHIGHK
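Fluorescent replication assay read twice, at 0 min and 10 min after adding 50 nM (final) substrate. Enzyme (10 nM) and compounds were first incubated 15 min at room temperature; enzyme-free buffer wells were negative controls.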
An asterisk follows results filed as active; i = inactive; ? = inconclusive; . = not tested or not shown; & = joins results of further samples; [ ] = dose if it differs, or a comment. Unless noted, calls come from the whole dose curve; as a rule, active = well fitted curve in the direction sought with a large enough effect; inconclusive = small, poorly fitted or top-dose-only effect, or another doubt; inactive = no such curve, though single readings can be large; an effect the other way counts as inactive or inconclusive. Potency is the fitted concentration of half-maximal effect. These rows are one share of the data; count on the stated rates, not on these rows.

BLM inh,BAZ2B inh,HP1b chromo inh,PGK inhibitor,GLS inhibitor,Pin1 inhibitor,JMJD2A Tudor inh,G9a inh,POLI inh,canonical_smiles
-7%,?,-30%,i,-10%,-1%,?,?,16%,Nc1ccc(Oc2ccc3c(c2)OCO3)cc1
-3%,-3%,35%[activator],-8%,-10%,-10%,-13%,1%,-12%,CCOC(=O)c1sc(NC(=O)CSc2n[nH]c(C)n2)nc1C
-2%,-8%,34%,1%,7%,68%[activator],-7%,13%[59 µM],-4%,COC(=O)CSc1nnc(NC(=O)CCc2ccccc2)s1
-3%,-12%,41%,i,-12%,2%,-5%,9%[59 µM],22%,CN(C(=O)/C=C/c1ccccc1)C1CCS(=O)(=O)C1 (configuration not stated)
-2%,-15%,60%[activator],-2%,-19%,2%,3%,-7%,-10%,COC(CNC(=O)CCc1c(C)nc2c(-c3ccccc3)c(C)nn2c1C)OC
1%&1%,?,60%&24%[activator],-4%&5%,6%&1%,-9%&-13%,-15%&-5%,-25%[59 µM],-3%&-15%,Cc1ccc(N(C)C(=O)CC(C)S(=O)(=O)c2ccc3c(c2)NC(=O)CO3)cc1 (configuration not stated)
.,.,5%,-3%,4%,16%,?,.,-6%,COc1ccc(C2=C(c3ccc(OC)c(OC)c3)CN3CCCCC3C2)cc1 (configuration not stated)
-2%,79µM*,?,-4%,8%,-1%,20µM*,6%,4%,COc1ccc(OCCCCN2CCC(C)CC2)cc1
1%,-20%,34%,i,-4%,7%,-9%,55%[activator],4%,O=C(Nc1cc(S(=O)(=O)N2CCCCCC2)ccc1OCC(F)(F)F)C1CCC1
1%,-16%,28%,-7%,0%,1%,-4%,66%[activator],10%,O=C(N/N=C/c1ccccc1)c1ccc2c(c1)OCO2
-4%,8%,33%,-7%,0%,-3%,-7%,-12%[59 µM],12%,COc1ccccc1CN1C(=O)CCC1(C)C(=O)NC1CCCCCC1 (configuration not stated)
-8%,58%[activator],99%[activator],i,?,-7%,56%[activator],137%[activator],15%,O=C(CC(CC(=O)c1ccccc1)c1ccccc1)c1ccccc1
1%,5%[57.1 µM],4%,15%,2%,4%,-31%,-27%[59 µM],8%,CCc1nnc2c3ccccc3nc(N3CCN(c4cc(Cl)ccc4C)CC3)n12
-4%,22%,44%[activator],-4%,-1%,-1%,6%[57.1 µM],?,-3%,COC(=O)C1=C(N)OC2=C(C(=O)CC(C)(C)C2)C1c1cccnc1 (configuration not stated)
-6%,-37%,21%,-1%,-5%,6%,-19%,-1%[59 µM],-6%,Cc1cc(C(C)(C)C)cc(C)c1N
1%,-5%,31%[activator],.,-8%,-2%,-21%,-40%[12.7 µM],0%,N#Cc1cc2c(nc1SCC(=O)N1CCOCC1)CCCCC2
2%,-3%,-17%,-1%,6%,2%,-28%[57.1 µM],-2%,0%,COc1ccc(/C=N/NC(=O)C(O)(c2ccccc2)c2ccccc2)cc1OC
-6%,-19%,1%,0%,1%,?,-28%,.,17%,O=C(c1ccccn1)C1CCCN(Cc2cn[nH]c2-c2cc3ccccc3o2)C1 (configuration not stated)
-3%,50µM*,5%,-7%,0%,47%[activator],?,6%[0.0925 µM],?,CCOc1cc(/C=C2/C(=N)N3C(=NC2=O)SN=C3S(C)(=O)=O)ccc1OC(=O)c1ccco1
-10%,?,-36%,?,?,-5%,?,14µM*,-7%,O=C(O)CN1C(=O)/C(=C2\C(=O)N(Cc3ccccc3Cl)c3ccccc32)SC1=S
-1%,5%,50%[activator],-5%,9%,-1%,13%,-36%,18%,CCn1cc(Br)c(C(=O)Nc2ccccc2C(=O)OC)n1
-3%,1%,60%[activator],-3%,1%,4%,0%,9%,17%,Cc1cc(C)c2c(N)c(C(=O)Nc3ccc(C)c(C)c3)sc2n1
0%,0%,26%,i,3%,6%,-3%,18%[59 µM],75%[activator],CC(C)(C)c1ccc(C(=O)N/C(=C\c2cccs2)C(=O)N2CCOCC2)cc1
2%,11%,51%[activator],-7%,-1%,4%,1%,2%[59 µM],-5%,COc1ccccc1C1CN=NC12CCCc1ccccc1C2=O (configuration not stated)
.,5%,18%,-7%,6%,-4%,-12%,-4%[2.33 µM],19%,COc1ccc(S(=O)(=O)N2CCOCC2)cc1NC(=O)Cc1cccs1
.,8%,65%[activator],5%,1%,37%[activator],-2%,-4%[0.501 µM],71%[activator],CC(C)c1cccc(C2=CC(=O)C[C@H](c3ccc4c(c3)OCO4)C2)c1
1%,.,23%,-2%,0%,-3%,-1%,-37%,13%,O=C(NCc1nnc(SCC(=O)N2CCc3ccccc32)o1)c1ccco1
-2%,-14%,1%,i,6%,-17%,-5%,?,76%[activator],CC(C)C(C(=O)O)N1CCS(=O)(=O)CC1 (configuration not stated)
-7%,45µM*,?,-5%,-5%,6%,?,?,96%[activator],Cc1ccc(N2CCN(C(=O)c3cc(-c4ccc(F)cc4)[nH]c3C)CC2C)cc1 (configuration not stated)
-13%,?,-13%,2%,-1%,-4%,-27%,?,45µM*,COC(=O)c1c(C)oc2ccc(N(C(=O)Oc3ccccc3)S(=O)(=O)c3ccc(Cl)c([N+](=O)[O-])c3)cc12

Single records (already shown).
`O=C(NCc1nnc(SCC(=O)N2CCc3ccccc32)o1)c1ccco1` is listed with BLM inh: 1%; BAZ2B inh: .; HP1b chromo inh: 23%; PGK inhibitor: -2%; GLS inhibitor: 0%; Pin1 inhibitor: -3%; JMJD2A Tudor inh: -1%; G9a inh: -37%; POLI inh: 13%
`Cc1cc(C)c2c(N)c(C(=O)Nc3ccc(C)c(C)c3)sc2n1` is listed with BLM inh: -3%; BAZ2B inh: 1%; HP1b chromo inh: 60%[activator]; PGK inhibitor: -3%; GLS inhibitor: 1%; Pin1 inhibitor: 4%; JMJD2A Tudor inh: 0%; G9a inh: 9%; POLI inh: 17%
`N#Cc1cc2c(nc1SCC(=O)N1CCOCC1)CCCCC2` is listed with BLM inh: 1%; BAZ2B inh: -5%; HP1b chromo inh: 31%[activator]; PGK inhibitor: .; GLS inhibitor: -8%; Pin1 inhibitor: -2%; JMJD2A Tudor inh: -21%; G9a inh: -40%[12.7 µM]; POLI inh: 0%

The results go on.
BLM inh,BAZ2B inh,HP1b chromo inh,PGK inhibitor,GLS inhibitor,Pin1 inhibitor,JMJD2A Tudor inh,G9a inh,POLI inh,canonical_smiles
-8%,?,-11%,-7%,0%,-2%,-26%,14µM*,24%,CC1CN(C(=S)SCC(=O)c2ccc([N+](=O)[O-])cc2)CC(C)O1 (configuration not stated)
-7%,-6%,21%,7%,4%,5%,3%,-11%,8%,O=C(NCc1ccccc1)C12CC3CC(CC(Br)(C3)C1)C2
2%,17%,-14%,-8%,2%,1%,9%[11.4 µM],-7%[59 µM],5%,c1ccc2[nH]c(SCc3ccc(-c4nnco4)cc3)nc2c1
-2%,9%,32%,-3%,-2%,4%,1%,9%,5%,CCN(CC)S(=O)(=O)c1ccc(C(=O)OCC(=O)NC2CCCC2)cc1
-6%,?,-18%,-4%,16%,-1%,?,?,-8%,CCn1cc(CN2CCCC(C(=O)Nc3cccc(-c4cc5ccccc5[nH]4)c3)C2)c(C)n1 (configuration not stated)
-7%,-4%,20%,-5%,7%,-4%,0%,37%,-9%,CCCN1CCC(NC(=O)Cc2cccc(C)c2)CC1
-6%,?,-23%,-8%,0%,37%[activator],-23%,-10%[12.7 µM],-7%,COc1ccc(CNc2oc(COc3ccccc3Cl)nc2C#N)cc1
1%,-7%,27%,-1%,-3%,3%,-1%,50µM*,64%[activator],CC1(C)CC(NC(=S)Nc2ccc(S(N)(=O)=O)cc2)CC(C)(C)N1
-1%,-3%,32%,-1%,-2%,-2%,1%,0%,0%,COc1ccc(CCNC(=O)C(C)Sc2ccccc2)cc1OC (configuration not stated)
-8%,-34%,10%,2%,6%,8%,?,-27%[59 µM],14%,CCN(C(=O)C1CCCN(S(=O)(=O)c2c(C)noc2/C=C/N(C)C)C1)c1cccc(C)c1 (configuration not stated)
-5%,1%,24%,7%,0%,5%,-3%,-19%[59 µM],8%,COc1ccc(C2C(C(=O)Nc3ccc(C)cc3C)=C(C)Nc3nc4ccccc4n32)c(OC)c1 (configuration not stated)
.,.,32%,2%,-5%,-9%,?,.,?,CC[C@H](C)[C@H]1CNC(=O)C(=O)N1CC1CCN(CCc2ccccc2)CC1
-11%,0%,38%,i,1%,0%,3%,23%[12.7 µM],8%,CC(C)(C)NC(=O)[C@H]1CC[C@H]2[C@@H]3CC[C@H]4NC(=O)C=C[C@]4(C)[C@H]3CC[C@]12C
3%,-4%,26%,-6%,3%,-3%,-22%,-10%,24%,O=C(CN1C(=O)c2cccc3cccc(c23)C1=O)NCCN1CCOCC1
-5%,-30%,32%,-7%,1%,?,-16%,?,13%,CCCN1CC=C2C(C#N)=C(N)C(C#N)(C#N)C(c3cccc(OC)c3OC)C2C1 (configuration not stated)
2%,?,11%,-3%,0%,-5%,?,19%[59 µM],49%[activator],Cc1ccccc1Nc1nc(N)nc(CN(C)Cc2ccccc2Cl)n1
3%,-1%,-5%[57 µM],i,1%,-9%,-12%,-5%[59 µM],?,COCCCNC(=O)c1ccc2nc(CCc3ccccc3)oc2c1
.,.,12%[57 µM],i,1%,-1%,-7%,.,11%,COc1ccc(C=NNc2nc3c([nH]2)c(=O)n(C)c(=O)n3C)cc1
-3%,0%,11%,5%,5%,-1%,-3%,-45%,28%,Cc1cc(NC(=O)C(C)Oc2ccccc2)no1 (configuration not stated)
-6%,-17%,-24%,0%,-7%,-4%,?,5%,-18%,CC1CCN(CC2C(=O)O[C@@H]3C[C@@]4(C)CCC[C@H](C)C4=C[C@H]23)CC(C)(C)C1 (some centres not stated)
-2%,.,6%,-4%,9%,-1%,-18%,9%[59 µM],1%,COc1ccc(NC(=O)c2cc3c(=O)n(C)c4ccccc4c3s2)cc1Cl
3%,-1%,38%,10%,2%,3%,-6%,7%[59 µM],6%,COc1cccc(NC(=O)Cn2c(=O)cc(C)c3c(C)nn(-c4cccc(F)c4)c32)c1
.,-2%,21%,-4%,0%,-2%,-11%,10µM*,5%,Cc1ccccc1-n1c(SCC(=O)c2c(N)n(C3CC3)c(=O)[nH]c2=O)nnc1N1CCOCC1

Bioassay records: PubChem, National Center for Advancing Translational Sciences (NCATS)
